RmlCD inh mix = RmlC and RmlD coupled enzyme inhibitors, primary screen, biochemical, 384-well, compound mixtures, retest; RmlC/RmlD coupled enzyme inhibition, 384-well mixture HTS; inhibition, % at 5.5 µM; actives 0.39% (n = 110,000); in the data active = inhibition above about 30%, passing the limit was not always enough; also: strong numbers were not always called active
RT RNaseH block = HIV-1 RT RNase H inhibitors, primary screen, biochemical, fluorescence; actives 1.9% (n = 65,000); Gag-Pol polyprotein (Human immunodeficiency virus type 1 group M subtype B (isolate …; RT-RNase H RNA/DNA duplex cleavage; inhibition, % at 10 µM; in the data active = inhibition above about 50%
Starred values were filed as active, the others as inactive; . = not tested or not shown. Some of the compounds tested. The share of hits here may be higher or lower than overall.

SMILES	RmlCD inh mix	RT RNaseH block
COc1ccc(NC(=O)c2cc(F)cc(F)c2)cc1Cl	-15	.
OC1(c2cccc(F)c2)CCN(Cc2ccncc2)CC1	162	-12
CC(C)Cn1c(-c2ccc(C#N)cc2)nc2c1c(=O)[nH]c(=O)n2CC(C)C	32*	.
CCOC(=O)c1cc2c(C(F)(F)F)cc(-c3ccccc3)nc2o1	-91	.
O=C(CSc1nnc(-c2cccs2)n1-c1ccccc1)N1CCOCC1	-15	-62
CS(=O)(=O)N(CCc1ccccc1)CC(=O)NCc1ccc2c(c1)OCO2	1	-5
CN1CCC(=NNC(=O)C(=O)NC2CCCCC2)CC1	-12	.
N=c1c2c3c(sc2nc2n1CCCCC2)CCCC3	9	.
CCn1c2ccccc2c2cc(NS(=O)(=O)c3ccccc3C)ccc21	-3	.
CC(=O)c1cccc(NC(=O)c2nccnc2C(=O)O)c1	8	-1
CC(C(=O)Nc1ncc2c(n1)CC(C)(C)CC2=O)N1C(=O)c2ccccc2C1=O (stereo unspecified)	-5	-11
CC1=C(C(=O)OCc2ccccc2)C(c2ccc(Cl)cc2)NC(=O)N1CCCCCC(=O)O (stereo unspecified)	-9	.
O=C(c1ccc(Cl)c(F)c1F)N1CCCC1	0	-5
Cc1ccc2nc(CSc3nnc(Cc4cccs4)n3C3CCCCC3)cc(=O)n2c1	-5	-12
Cc1ccc(S(=O)(=O)Cn2nnnc2C(CC(C)C)N2CCN(c3ccc(F)cc3)CC2)cc1 (stereo unspecified)	36	-5
COC(=O)COc1ccc(S(=O)(=O)N2CCOCC2)cc1C	2	-3
COc1ccccc1CNC(=O)c1cc2sccc2n1C	8	-12
CC(C)CCn1c(NCCN(C)C)nc2c1c(=O)[nH]c(=O)n2C	-7	-3
COc1ccc2[nH]c(=O)c(CN(CCN(C)C)C(=O)NCc3ccccc3)cc2c1	-2	0
O=C(O)CCSc1nc2ccc(Br)cc2[nH]1	-3	3
CCN(c1ccccc1)S(=O)(=O)c1ccc(OC)c(OC)c1	10	.
O=C1C2CC=CCC2C(=O)N1c1ccc(OCC(O)Cn2nnc3ccccc32)cc1 (stereo unspecified)	-11	-10
Cc1nc(C(F)(F)F)c(C(=O)NC(=O)Nc2ccccc2)s1	9	.
CCc1nnc(NC(=O)CN2CCN(c3nc(-c4ccccc4)cs3)CC2)s1	-4	-10
COc1ccc(C2CC(c3ccc(F)cc3)Nc3nc(N)nn32)cc1 (stereo unspecified)	-6	4

(continued)
SMILES	RmlCD inh mix	RT RNaseH block
O=C(NCc1ccco1)c1ccc2c(c1)C(=O)N(Cc1ccccc1)C2=O	-13	1
CC(=O)Nc1ccc2nc(C)n(Cc3ccc(Cl)cc3)c(=O)c2c1	70	.
O=C(CCNS(=O)(=O)c1cccc2nsnc12)NCCC1=CCCCC1	-10	-4
CCC/C=C(\CCC)C(NC(=O)CCc1ccccc1)c1ccc(C(F)(F)F)cc1 (stereo unspecified)	13	.
CCCNc1nc2c(c(=O)n(C)c(=O)n2C)n1CCc1ccccc1	-7	2
CCOC(=O)c1cnc(SC2CC(=O)N(c3ccccc3)C2=O)nc1N (stereo unspecified)	4	.
COc1ccc(/C=C2/SC(=O)N(NS(=O)(=O)c3ccccc3)C2=S)cc1OC	-6	.
COc1ccc(C(=O)c2ccc(Cl)cc2Cl)cc1	5	.
CCOc1cccc(-c2nnc(SCC(=O)Nc3cc(C)ccc3OC)n2N)c1	8	-25
Cc1nn(-c2cc(N3CCNCC3)ccc2[N+](=O)[O-])c(=O)c2ccccc12	-2	.
Cc1nc(/N=C(\N)NC(=O)c2ccccc2)nc2ccccc12	-16	.
COC(=O)c1ccccc1NC(=O)CSc1nc2ccccc2c(=O)[nH]1	14	-67
COC(=O)C1=C(c2cc3ccccc3s2)C[C@@H]2CC[C@H]1N2C(=O)NCCO	22	.
CCc1ccccc1NC1=NCC(=O)N1C1CCCCC1	.	83*
CSCCC1NC(=O)N(CC(=O)Nc2ccc(N3CCCCC3)cc2)C1=O (stereo unspecified)	-5	-1
COc1ccc(C(=O)CSc2nnc(-c3cccs3)n2-c2ccccc2)cc1	14	.
Cc1nc2cc(NC(=O)CSc3nc4c(C)cccc4cc3C#N)ccc2s1	-6	.
CCOC(=O)NC(NC(=S)Nc1ccccc1[N+](=O)[O-])C(Cl)(Cl)Cl (stereo unspecified)	-2	.
CC1=C(C(=O)NC2CCCC(C)C2C)C2(CCCCC2)OC1=O (stereo unspecified)	-14	9
Cc1ccc(-c2noc(C3CCCN(C(=O)c4ccccc4)C3)n2)o1 (stereo unspecified)	-19	-5
COc1ccc(Cl)cc1NC(=O)c1c(-c2ccccc2)noc1C	27	2
CCC1=NC(c2ccccc2)N(O)C1(C)C (stereo unspecified)	59	.
COc1ccccc1N1CCN(C(=O)CSc2ccc3c(C)cc(C)nc3n2)CC1	-13	-2
COC(=O)c1cc(NC(=O)CN2C(=O)CSC2=O)ccc1Cl	8	-1
CN1CCN(C(=O)C2=C[C@H](c3ccc(C(F)(F)F)cc3)C[C@H](OCCCCO)O2)CC1	6	.

Pulled by structure from the list above, 4 records:
SMILES	RmlCD inh mix	RT RNaseH block
COc1ccc(C(=O)CSc2nnc(-c3cccs3)n2-c2ccccc2)cc1	14	.
CCOc1cccc(-c2nnc(SCC(=O)Nc3cc(C)ccc3OC)n2N)c1	8	-25
COc1ccc(Cl)cc1NC(=O)c1c(-c2ccccc2)noc1C	27	2
O=C(NCc1ccco1)c1ccc2c(c1)C(=O)N(Cc1ccccc1)C2=O	-13	1

Next section:
SMILES	RmlCD inh mix	RT RNaseH block
CSc1nnc2c(n1)c(C)nn2-c1ccc(C)cc1	-9	.
CCOC(=O)c1cc(-c2nnc(SCC(=O)Nc3ccc(F)cc3)o2)c(C)nc1C	-7	70*
COc1ccc(CCNC2CCN(C)CC2)cc1OC	3	-13
O=C(COc1ccccc1)Nc1ccccc1N1CCN(c2ccccc2)CC1	12	9
CCOc1ccc(S(=O)(=O)Nc2ccc(S(=O)(=O)N3CCOCC3)cc2)cc1	8	-3
O=C(Nc1ccon1)c1cccc(C(F)(F)F)c1	-5	-8
Cc1cc(Cl)c(S(=O)(=O)Nc2ccc3c(c2)OCCO3)cc1OCC(N)=O	-15	-1
COc1ccc(-c2cc(N)n(S(=O)(=O)c3c(F)c(F)c(F)c(F)c3F)n2)cc1OC	0	-11
Cc1nn(C)c(C)c1CN(C)C(=O)c1cc2nc(-c3ccco3)cc(C(F)(F)F)n2n1	12	6
COc1ccc2c(c1)C(=O)[C@H](O)[C@@H](c1ccc(OC)c(Br)c1)O2	-19	.
O=C(CN1C2CCCC1CC(NC(=O)c1ccco1)C2)Nc1ccccc1C(F)(F)F (stereo unspecified)	39	-6
COc1ccc(-c2oc3ncn(CCN4CCOCC4)c(=N)c3c2-c2ccc(OC)cc2)cc1	14	-11
C=CCOC(=O)c1[nH]c2c(c1C)C(=O)CC(c1ccco1)C2 (stereo unspecified)	7	-1
COC(=O)C1C2c3ccccc3OC1(C)N=c1s/c(=C/c3cn(C)nc3C)c(=O)n12 (stereo unspecified)	13	7
O=S(=O)(c1ccc(F)cc1)n1ccc2cccnc21	13	.
CCCC(=O)Nc1ccc(S(=O)(=O)N2CCCC2)cc1	3	.
CCOC(=O)c1ccc2c(c1)nc(COc1ccc3ccccc3c1)n2CC	-3	.
COc1cc(C)c(Cl)cc1S(=O)(=O)NCCCN1CCOCC1	2	.
CCOC(=O)C(C)n1cnc2c1c(=O)[nH]c(=O)n2C (stereo unspecified)	3	.
CC(=O)NCCc1ccc(S(=O)(=O)Nc2cccnc2)cc1	4	-4
Cn1c(=O)[nH]c(=O)c2c1nc(NCCCn1ccnc1)n2Cc1ccc(F)cc1	9	4
CNC(=O)NC1CCCc2ccccc21 (stereo unspecified)	-12	-6
Cc1nn(C)c(C(=O)N/N=C/c2ccccc2)c1[N+](=O)[O-]	12	.
COC(=O)c1ccc2c(c1)S(=O)(=O)NC(=NCc1ccco1)S2	.	2
Cc1ccc2c(=O)c(CN(C)C3CCN(C)CC3)c(C)[nH]c2c1C	.	-10

(cont.)
SMILES	RmlCD inh mix	RT RNaseH block
COc1ccc(C2/C=C\CN(Cc3ccco3)CC(=O)N2Cc2ccc(F)cc2)cc1 (stereo unspecified)	0	.
Cc1cc(C(=O)NCc2cccs2)no1	10	.
CC#CCN1c2ccccc2[C@]23C[C@@H](C(=O)OC)N(C(=O)NCCBr)C2=NC(C(=O)OC)=C(C(=O)OC)[C@H]13	8	.
CC(C)CC(NC(=O)C1CCC(C)CC1)C(=O)N1CCN(c2ccccn2)CC1 (stereo unspecified)	9	0
CCC(=O)N1CCCc2cc(S(=O)(=O)N3CCN(c4ccccc4F)CC3)ccc21	.	-11
CC(=O)Nc1cccc2c1C(=O)N(c1cccc(C)c1)C2=O	8	.
CC(C)CN1C(=O)NC(NC(=O)c2ccco2)(C(F)(F)F)C1=O (stereo unspecified)	4	-20
C=CCN1C(=O)C(O)(CC(=O)c2c(C)n[nH]c2C)c2cc(Br)ccc21 (stereo unspecified)	5	2
COc1cc(C(=O)Nc2ccc(S(=O)(=O)Nc3cc(C)on3)cc2)cc(OC)c1OC	-7	2
CC1(C)CCc2nc(SCc3ccccc3)c(C#N)cc2C1	2	.
CC(C)(C)OC(=O)NCCCC[C@H](NC(=O)c1nc[nH]c1C(=O)NCc1ccccc1)C(=O)OC(C)(C)C	-13	.
COc1cccc(C2/C(=C(/O)c3ccncc3)C(=O)C(=O)N2CCCN(C)C)c1 (stereo unspecified)	.	0
Cc1ccc(-c2nnc(N(C)C(=O)c3ccccn3)s2)cn1	-8	-9
COc1ccc(-c2cc(CCCC(=O)NCCc3ccc(OC)cc3OC)no2)cc1	-5	7
O=C(Nc1nc(-c2nc3ccccc3s2)cs1)c1ccc(S(=O)(=O)N2CCOCC2)cc1	.	-8
COC(=O)CSc1ccccc1C(=O)OC	22	-15
O=C(NCC1CCCO1)C1CCCCN1S(=O)(=O)c1ccc(F)cc1 (stereo unspecified)	0	-3
CN(C(=O)C12CC3CC(CC(C3)C1)C2)C1(C)CCS(=O)(=O)C1 (stereo unspecified)	.	-9
Cc1ccsc1/C=C/C1=Cc2c(sc(NC(=O)CSc3n[nH]c(N)n3)c2C#N)C(C)(C)C1	-1	.
Cc1ccc(C(=O)N2CCN(Cc3ccc4c(c3)OCO4)CC2)o1	-14	.
CC(C)(/C=N/O)/[N+]([O-])=C/C=[N+](\[O-])C(C)(C)/C=N/O	-19	-14
COC(=O)[C@H](CCSC)NC(=O)NC1CCN(Cc2ccccc2)CC1	3	-8
Cc1[nH]nc2c1C1(CCOCC1)C(C#N)=C(N)O2	4	-8
C=C(C)Cn1c(CCCNC(=O)CCC)nc2ccccc21	-133	-10
CC1=CC(C)(C)N(C(=O)CSc2nncn2C)c2ccccc21	15	.

A section from the list above:
SMILES	RmlCD inh mix	RT RNaseH block
COc1cccc(C2/C(=C(/O)c3ccncc3)C(=O)C(=O)N2CCCN(C)C)c1 (stereo unspecified)	.	0
Cc1ccc(-c2nnc(N(C)C(=O)c3ccccn3)s2)cn1	-8	-9
COc1ccc(-c2cc(CCCC(=O)NCCc3ccc(OC)cc3OC)no2)cc1	-5	7

Next part.
SMILES	RmlCD inh mix	RT RNaseH block
CCCCOCCCNC(=O)c1ccc(OC)cc1	-14	.
Cn1c(=O)oc2cc(S(=O)(=O)N3CCCc4ccccc43)ccc21	6	-45
C=CCn1c(=O)n(CCC#N)c(=O)n(CCC#N)c1=O	-7	-12
O=C(NCC1CCNCC1)c1ccncc1	-13	0
CN(Cc1ccccc1)S(=O)(=O)c1ccc2c(c1)OCCO2	2	-53
O=c1ccn(CCOc2ccc(Cl)cc2)c(=O)[nH]1	-7	6
CCCC(=O)N1CCN(c2ccc(C(=O)c3ccc(OC)c(Br)c3)cc2F)CC1	.	-11
COc1ccccc1CNC(=O)c1oc2ccc(S(=O)(=O)N3CCCC3)cc2c1C	-10	-11
CC1(c2nnc(-c3ccncc3)o2)CC(c2ccccc2)=NO1 (stereo unspecified)	-8	.
CC(Sc1nc(NCc2ccccc2)nc(N(C)C)n1)C(=O)Nc1ccccc1 (stereo unspecified)	11	.
COc1ccc(-c2nc(-c3ccc(Br)cc3)no2)c(OC)c1	-38	10
COC(=O)c1[nH]c2ccc(F)cc2c1NC(=O)CCN1CC(C)OC(C)C1 (stereo unspecified)	0	.

Five structures already listed, sorted by molecular weight, falling:
SMILES	RmlCD inh mix	RT RNaseH block
CCCC(=O)N1CCN(c2ccc(C(=O)c3ccc(OC)c(Br)c3)cc2F)CC1	.	-11
COc1ccccc1CNC(=O)c1oc2ccc(S(=O)(=O)N3CCCC3)cc2c1C	-10	-11
COc1ccc(-c2nc(-c3ccc(Br)cc3)no2)c(OC)c1	-38	10
CC1(c2nnc(-c3ccncc3)o2)CC(c2ccccc2)=NO1 (stereo unspecified)	-8	.
O=c1ccn(CCOc2ccc(Cl)cc2)c(=O)[nH]1	-7	6

Entries of single compounds, quoted from the list.
Shown for C=CCn1c(=O)n(CCC#N)c(=O)n(CCC#N)c1=O → RmlCD inh mix: -7; RT RNaseH block: -12
Shown for CCCCOCCCNC(=O)c1ccc(OC)cc1 → RmlCD inh mix: -14; RT RNaseH block: .

High-throughput results as filed in PubChem BioAssay.
